# Compound activity from PubChem BioAssay.
# rCAG binder = binders of r(CAG) RNA repeats, primary screen, biochemical, fluorescence; r(CAG) RNA repeat, TO-PRO-1 dye displacement fluorescence; inhibition, % at 3 µM; actives 1.3% (n = 370,000);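 active means inhibition above the plate cutoff, the mean of all test compounds on that plate plus 3 SD, cut at about 35% in these data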;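 further: 0% = DMSO alone and 100% = 100 µM mitoxantrone as full dye displacement; higher means more dye released from RNA so lower well fluorescence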
# UHRF1 MBD2 ctr = UHRF1 methylated DNA binding inhibitors, primary screen, counter-screen for MBD2 inhibitor project, biochemical, TR-FRET, human UHRF1, single concentration | E3 ubiquitin-protein ligase UHRF1 (Homo sapiens), Q96T88 | UHRF1 binding to methylated oligo | inhibition, % at 4.4 µM | actives 0.75% (n = 370,000); in the data active means inhibition above about 21%;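 further: UHRF1 SRA domain binding a hemimethylated CpG hairpin DNA probe; 0% = median of test compound wells and 100% = reference inhibitor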
# TCR-CD3 inh = inhibitors of human TCR-CD3 interaction, primary screen, biochemical, fluorescence, TAMRA-labeled TCR probe | T-cell receptor (TCR) | inhibition, % at 9.4 µM | actives 0.37% (n = 360,000); in the data active means inhibition above about 19%;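 further: recombinant mutant TCR 2C K166C tagged with TAMRA read by polarization; 0% = receptor in buffer alone and 100% = receptor with positive control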
# SIAE primary = human SIAE inhibitors, primary screen, biochemical, fluorescence polarization, FP-Rh probe, 1536-well HTS; SIAE FP-Rh probe binding; Sialate O-acetylesterase (Homo sapiens), Q9HAT2; inhibition, % at 9.66 µM; AID 1053197, 2014; actives 0.69% (n = 370,000);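 active means inhibition above a cutoff: mean of compounds within the control limits plus 3 SD of those, cut at about 17% in these data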;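 further: 0% = plate median of compound wells and 100% = probe without SIAE protein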
# MBD2 DNA inh = inhibitors of MBD2 binding to methylated DNA, primary screen, biochemical, TR-FRET, DNA-binding domain, human | Methyl-CpG-binding domain protein 2 (Homo sapiens), Q9UBB5 | MBD2 binding to methylated oligonucleotide | inhibition, % at 4.4 µM | actives 0.31% (n = 370,000) | AID 686964, 2013; in the data active means inhibition above about 13%
# GC-B act = human GC-B receptor activators, primary screen, HEK293 GC-B cells, cGMP TR-FRET, EC30 CNP; 0% at EC30 CNP, 100% saturating CNP; Atrial natriuretic peptide receptor 2 (Homo sapiens), P20594; activation, % at 10 µM; actives 0.11% (n = 370,000);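 active means activation at 10 µM reaching about 35% in either raw or pattern-adjusted values, limit read from the data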
# Target sequence (P20594 whole entry, looked up): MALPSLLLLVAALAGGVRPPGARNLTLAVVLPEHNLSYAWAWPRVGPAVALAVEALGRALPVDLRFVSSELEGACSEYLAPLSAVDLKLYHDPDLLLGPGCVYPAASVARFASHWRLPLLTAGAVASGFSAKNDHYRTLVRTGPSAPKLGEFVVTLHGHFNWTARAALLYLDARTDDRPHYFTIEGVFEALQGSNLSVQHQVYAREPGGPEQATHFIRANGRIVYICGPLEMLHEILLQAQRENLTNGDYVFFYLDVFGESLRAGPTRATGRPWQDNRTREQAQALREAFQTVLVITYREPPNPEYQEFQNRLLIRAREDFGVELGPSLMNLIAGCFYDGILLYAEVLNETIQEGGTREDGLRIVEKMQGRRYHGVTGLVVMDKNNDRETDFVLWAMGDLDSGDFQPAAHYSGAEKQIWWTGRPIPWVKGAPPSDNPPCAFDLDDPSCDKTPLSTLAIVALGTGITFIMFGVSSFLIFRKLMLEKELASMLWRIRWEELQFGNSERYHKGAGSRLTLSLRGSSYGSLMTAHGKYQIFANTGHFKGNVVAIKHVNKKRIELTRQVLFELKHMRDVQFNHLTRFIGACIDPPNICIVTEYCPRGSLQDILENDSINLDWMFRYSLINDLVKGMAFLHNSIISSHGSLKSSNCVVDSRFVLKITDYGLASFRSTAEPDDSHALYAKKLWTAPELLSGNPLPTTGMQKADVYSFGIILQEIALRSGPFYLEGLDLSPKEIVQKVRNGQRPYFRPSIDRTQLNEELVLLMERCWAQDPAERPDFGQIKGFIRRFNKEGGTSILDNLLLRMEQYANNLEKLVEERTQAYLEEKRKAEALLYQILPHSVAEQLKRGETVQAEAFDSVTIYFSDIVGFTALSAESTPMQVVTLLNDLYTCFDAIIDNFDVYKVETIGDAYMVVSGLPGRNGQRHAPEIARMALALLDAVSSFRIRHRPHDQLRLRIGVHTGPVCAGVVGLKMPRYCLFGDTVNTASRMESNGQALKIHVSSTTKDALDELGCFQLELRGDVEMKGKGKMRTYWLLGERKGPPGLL
# PRMT1 FP inh = PRMT1 methyltransferase inhibitors, primary screen, biochemical, fluorescence polarization; recombinant PRMT1, activity-based probe fluorescence polarization; inhibition, % at 2.79 µM; actives 1.3% (n = 370,000); AID 652257, 2013;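 active means inhibition above about 21% made by adding two undisclosed values, limit read from the data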
# HTRA1 inh = HTRA1 serine protease inhibitors, primary screen, biochemical, fluorescence polarization, HTS. Q92743. recombinant HTRA1, FP-rhodamine activity-based probe. inhibition, % at 5.96 µM. actives 0.5% (n = 340,000); in the data active means inhibition above about 36%;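 further: 0% = enzyme with DMSO and 100% = wells lacking enzyme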
# NPR1 activator = GC-A stimulated cGMP production enhancers – HEK293 GC-A cells, cGMP TR-FRET, EC30 ANP, primary screen | Atrial natriuretic peptide receptor 1 (Homo sapiens), P16066 | 0% at EC30 ANP, 100% saturating ANP | activation, % at 10 µM | actives 0.14% (n = 370,000); in the data active means activation above about 40%
# ABHD4 inh = ABHD4 inhibitors, primary screen, biochemical, fluorescence polarization, mouse. AID 720543, 2013. purified mABHD4, FP-Rh probe fluorescence polarization. actives 0.54% (n = 370,000). inhibition, % at 8.92 µM. (Lyso)-N-acylphosphatidylethanolamine lipase (Mus musculus), Q8VD66;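 active means inhibition exceeding the mean over every tested compound plus 3 SD, cut at about 30% in these data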;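 further: 0% = plate median of compound wells and 100% = S159A mutant with DMSO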
#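 Assay system: mABHD4 protein; medium: HEPES pH 7.0, NaCl, Pluronic buffer; dosing: 8.92 µM, single dose; schedule: 45 min + 60 min at 25 °C; signal: FP readout, ex 525 nm / em 598 nm; read-out: normalized percent inhibition of probe labeling; repeats: single replicate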
# Numbers without * were called inactive; x = no result given.
# A first look:
SMILES,rCAG binder,UHRF1 MBD2 ctr,TCR-CD3 inh,SIAE primary,MBD2 DNA inh,GC-B act,PRMT1 FP inh,HTRA1 inh,NPR1 activator,ABHD4 inh
CCOC(=O)c1c(NC(=S)NC(=O)/C=C/c2cccs2)sc(C)c1C,2,-2,9,-2,1,0,-1,11,-1,-4
COc1ccc(S(=O)(=O)N2CCC(C(=O)N(CC(C)C)C3CCS(=O)(=O)C3)CC2)cc1OC (stereo not given),0,-1,-1,4,2,6,0,3,0,5
COc1cc(Cl)c(C)cc1NC(=O)CSC,-4,2,-9,3,4,1,2,0,2,7
COc1ccc(/C=N/n2c(SC)nnc2-c2ccccc2)cc1C,-5,-1,-2,-3,-2,-2,0,-40,-1,-25
Cn1c(NCc2ccncc2)nc2cc(-c3ccsc3)sc2c1=O,5,-2,9,-14,-4,-6,0,x,-3,-3
COc1ccc2c(CC(=O)N[C@@H](Cc3ccccc3)C(=O)O)cc(=O)oc2c1,-1,5,6,5,0,7,-3,4,5,-3
O=C(c1ccco1)N1CCN(Cc2cccnc2)CC1,-1,0,2,-5,-3,1,0,3,3,14

# Main list, repeating the preview:
SMILES,rCAG binder,UHRF1 MBD2 ctr,TCR-CD3 inh,SIAE primary,MBD2 DNA inh,GC-B act,PRMT1 FP inh,HTRA1 inh,NPR1 activator,ABHD4 inh
CCOC(=O)c1c(NC(=S)NC(=O)/C=C/c2cccs2)sc(C)c1C,2,-2,9,-2,1,0,-1,11,-1,-4
COc1ccc(S(=O)(=O)N2CCC(C(=O)N(CC(C)C)C3CCS(=O)(=O)C3)CC2)cc1OC (stereo not given),0,-1,-1,4,2,6,0,3,0,5
COc1cc(Cl)c(C)cc1NC(=O)CSC,-4,2,-9,3,4,1,2,0,2,7
COc1ccc(/C=N/n2c(SC)nnc2-c2ccccc2)cc1C,-5,-1,-2,-3,-2,-2,0,-40,-1,-25
Cn1c(NCc2ccncc2)nc2cc(-c3ccsc3)sc2c1=O,5,-2,9,-14,-4,-6,0,x,-3,-3
COc1ccc2c(CC(=O)N[C@@H](Cc3ccccc3)C(=O)O)cc(=O)oc2c1,-1,5,6,5,0,7,-3,4,5,-3
O=C(c1ccco1)N1CCN(Cc2cccnc2)CC1,-1,0,2,-5,-3,1,0,3,3,14
O=c1nc2ccccc2c2n1CC(CN1CCN(c3cccc(Cl)c3)CC1)N2 (stereo not given),-1,-1,6,4,-3,-2,0,8,3,-4
CN(C)c1c([N+](=O)[O-])cc2[nH]c(=O)[nH]c2c1[N+](=O)[O-],-2,-25,5,-1,-16,2,-1,10,7,5
Cc1oc(-c2ccc(Cl)cc2)nc1CS(=O)CC(=O)NC1CCCCC1 (stereo not given),-1,0,7,7,1,1,2,-4,4,-2

# Single values from the entries so far:
# Under HTRA1 inh, `COc1ccc(S(=O)(=O)N2CCC(C(=O)N(CC(C)C)C3CCS(=O)(=O)C3)CC2)cc1OC` (stereo not given) has 3
# Under ABHD4 inh, `CCOC(=O)c1c(NC(=S)NC(=O)/C=C/c2cccs2)sc(C)c1C` has -4
# Under UHRF1 MBD2 ctr, `CN(C)c1c([N+](=O)[O-])cc2[nH]c(=O)[nH]c2c1[N+](=O)[O-]` has -25

# (cont.)
SMILES,rCAG binder,UHRF1 MBD2 ctr,TCR-CD3 inh,SIAE primary,MBD2 DNA inh,GC-B act,PRMT1 FP inh,HTRA1 inh,NPR1 activator,ABHD4 inh
COc1cc2cc(C(=O)N/N=C/c3cccc(OC)c3OC)[nH]c2cc1OC,0,-2,-4,10,-5,-9,4,8,-3,15
COc1ccccc1N1CCN(C2CCCN(C(=O)CCc3c(C)noc3C)C2)CC1 (stereo not given),-6,2,-5,3,-2,0,2,-3,1,4
CCn1cc(C(=O)NCC2COc3ccccc3O2)c2cc(OC)c(OC)cc2c1=O (stereo not given),53*,4,5,7,2,3,-3,-2,5,-7
Cc1cccc(NC(=O)c2cccc(N3C(=O)C4C5C=CC(C6CC56)C4C3=O)c2)c1 (stereo not given),0,-2,11,-6,3,-2,-1,-28,1,-12
O=C1C(c2ccccc2)=[N+]([O-])c2ccccc21,-1,-4,-1,-1,-3,6,3,-11,4,10
CCN(CC)C(=O)[C@H]1C[C@H](CC(=O)NC/C=C(\C)CCC=C(C)C)C(=O)N2CCc3c([nH]c4ccc(Cl)cc34)[C@]12C,2,1,-2,2,2,-3,2,0,-10,-2
Cc1cn(CC2COC(C)(C)O2)c(=O)[nH]c1=O (stereo not given),-1,-1,0,-4,2,1,-2,1,2,8
COc1ccccc1N1CCN(S(=O)(=O)c2ccc(-n3cnnn3)cc2)CC1,1,4,-1,-4,4,-5,3,3,0,-5
CCOC(=O)Cn1c(CN(Cc2ccccc2)Cc2ccccc2)nc2c1c(=O)n(C)c(=O)n2C,-1,0,8,-7,1,-20,-1,-19,-26,17
Cc1ccc(S(=O)(=O)N2CCCC(C(=O)NCc3ccc4c(c3)OCO4)C2)cc1 (stereo not given),-1,-1,4,-4,3,-7,-1,-3,0,-4
Cc1cccc(C)c1-n1cccc1/C=C1/C(=N)N2C(=NC1=O)SN=C2S(C)(=O)=O,88*,5,-10,-31,0,0,0,-45,-4,-103
Cc1ccccc1CS(=O)(=O)Cc1ccc(C(=O)NCc2cccnc2)o1,-2,-1,4,1,3,1,1,6,4,3
CCOC(=O)c1c(NC(=O)CC2SC(N)=NC2=O)sc(C)c1C (stereo not given),2,-3,0,1,0,-9,-3,-8,-10,-6
Cc1ccccc1OCC(=O)NNC(=O)CSc1nc(N)cc(N)n1,0,1,7,-2,5,5,7,-3,-2,6
C#CCNC(=O)c1ccc2sc([C@@H]3O[C@H](CO)[C@H](O)[C@H](O)[C@H]3O)nc2c1,2,-1,4,2,-5,0,-5,x,3,4
COc1cc(NC(=O)c2ccc(COCC(F)(F)F)o2)cc(OC)c1OC,-8,0,5,-1,0,-2,-2,4,-1,3
Cc1ccc(-n2ncc3c(NCCCn4ccnc4)ncnc32)c(C)c1,1,0,0,-7,-4,6,-1,7,7,-2
OCC1(Cc2ccccc2C(F)(F)F)CCN(Cc2cccc3cnccc23)CC1,-7,0,8,1,1,-9,0,-14,-17,5
O=C(CCS(=O)(=O)CCN1CCOCC1)NCNC(=O)CCS(=O)(=O)CCN1CCOCC1,1,5,-2,2,0,3,0,5,1,-2
CCc1ccccc1N(CC)C(=O)c1cn(CC)c(=O)c2cc(OC)c(OC)cc12,-8,-1,6,6,-7,5,-3,-4,-3,3
O=C(CNC1CCCCC1)NCC1(c2ccccc2)CCCC1,-7,-1,1,2,-3,-5,-4,-8,-5,-1
CC(=O)NCCCC(=O)NN1C(=S)N(Cc2ccccc2)C(=O)C1CC(=O)Nc1cccc(C)c1 (stereo not given),1,0,2,-10,2,-6,0,-14,1,1
CC1(C(=O)NS(=O)(=O)c2ccccc2Cl)CCN1C(=O)C/C=C/c1ccccc1 (stereo not given),13,0,10,5,2,-1,4,x,2,12
CCN(CC(=O)Nc1ccc2c(c1)OCCO2)C(=O)c1cccc(OCC(C)C)c1,-5,4,3,-8,1,-3,-2,-3,1,-2
CCn1cc(C(=O)NCCCN(C)C)c(=O)c2cc(F)c(N3CCN(C)CC3)cc21,-4,6,-1,7,2,-3,-1,2,4,0
COc1cccc(-n2c(Cc3cc(=O)[nH]c(=O)[nH]3)nnc2SCc2cccc(C(F)(F)F)c2)c1,-2,2,0,1,0,-2,1,-5,-4,3
O=C(Nc1cccc(C(F)(F)F)c1)C1CC(=O)N(Cc2ccco2)C1 (stereo not given),4,-3,3,4,3,1,-1,-3,-4,8
O=C1c2ccccc2-c2c1cccc2C(=O)N1CCN(C(=O)c2ccco2)CC1,5,-1,0,7,-6,-4,3,7,1,-2
COC(=O)[C@]12C[C@H](CC(=O)NCc3cccs3)C(=O)N(Cc3ccco3)C1=C[C@H](C(C)C)O[C@@H]2C1CC1,1,3,x,1,2,-2,1,x,-8,-4
Brc1ccc(Cn2c(-c3ccc(Br)o3)nc3ccccc32)o1,3,-1,1,-7,-1,16,7,-55,10,-17

# A different layout for some results above:
smiles | rCAG binder | UHRF1 MBD2 ctr | TCR-CD3 inh | SIAE primary | MBD2 DNA inh | GC-B act | PRMT1 FP inh | HTRA1 inh | NPR1 activator | ABHD4 inh
COc1cccc(-n2c(Cc3cc(=O)[nH]c(=O)[nH]3)nnc2SCc2cccc(C(F)(F)F)c2)c1 | -2 | 2 | 0 | 1 | 0 | -2 | 1 | -5 | -4 | 3
COC(=O)[C@]12C[C@H](CC(=O)NCc3cccs3)C(=O)N(Cc3ccco3)C1=C[C@H](C(C)C)O[C@@H]2C1CC1 | 1 | 3 | x | 1 | 2 | -2 | 1 | x | -8 | -4

# (list continues)
SMILES,rCAG binder,UHRF1 MBD2 ctr,TCR-CD3 inh,SIAE primary,MBD2 DNA inh,GC-B act,PRMT1 FP inh,HTRA1 inh,NPR1 activator,ABHD4 inh
CC1Cc2ccccc2N1c1nc(C2CC2)nc2c1nnn2Cc1ccccc1 (stereo not given),3,-4,4,1,-5,19,-1,-4,16,3
CCOC(=O)Cc1csc(NC(=S)NC(=O)c2cc(OC)c(OC)c(OC)c2)n1,4,2,-14,-11,5,-1,1,-14,3,5
O=C(c1ccco1)N1CCN(S(=O)(=O)c2ccc(Br)cc2)CC1,-2,-2,5,3,2,0,-1,0,-6,4
CS(=O)(=O)Nc1ccccc1C(=O)NCc1ccccc1Cl,1,2,-5,-1,1,-2,6,0,2,6
Cn1c(CNC(=O)c2ccco2)nnc1SCC(=O)Nc1ccccc1Cl,0,-3,4,-4,-3,5,-4,1,1,2
C#CCNC(=O)C[C@H]1C[C@@]2(C(=O)OC)C(=C[C@H](C(C)C)O[C@@H]2C2CC2)N(CCC2=CCCCC2)C1=O,4,0,x,7,-3,-7,-3,x,-2,-3
O=C(COc1ccccc1)Nc1ccc(F)cc1,-2,1,-7,2,-2,-2,4,-1,-1,0
COc1ccccc1N(C)S(=O)(=O)c1ccc(C(=O)OCC(=O)N2CCCCCC2)cc1,-1,8,-4,-9,6,2,7,5,3,-8
CCCCc1ncc(CN2CCC(n3nccc3NC(=O)c3ccccc3Cl)CC2)[nH]1,-2,0,4,5,-3,3,1,-4,1,7
CCCCNC(=O)C(NS(=O)(=O)c1cccc2nsnc12)c1ccccc1 (stereo not given),-2,2,5,5,2,4,1,4,-3,4

# Some of the compounds tested; count on the stated rates, not on these rows.
